NCOA3 inh = SRC3 coactivator transcriptional activity inhibitors, primary screen, cell-based, luminescence; hit rate 0.17% among 360,000; inhibition, % at 3.6 µM; HEK293 GAL4-SRC3 luciferase reporter; Nuclear receptor coactivator 3 (Homo sapiens), Q9Y6Q9;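 active = inhibition above a per-campaign cutoff, the mean of all compounds plus 3 SD, cut at about 60% in these data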;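 also: 0% = DMSO-treated cells and 100% = gossypol-treated cells at 36 µM; higher means less SRC3-driven luciferase light from the GAL4 reporter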
TLR9-MyD88 inh = inhibitors of TLR9-MyD88 association in cells, primary screen, cell-based, CHO, BLA complementation, fluorescence | Toll-like receptor 9 (Homo sapiens) + Myeloid differentiation primary response protein … | CCF4 FRET ratio | inhibition, % at 4.98 µM | hit rate 0.21% among 340,000 | AID 504734, 2011;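 active = inhibition above the mean over all tested compounds plus 3 SD, cut at about 21% in these data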;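 also: 0% = DMSO only wells and 100% = clavulanate BLA inhibitor control wells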
TROY signal inh = inhibitors of TROY-driven NF-kB signaling, primary screen, Q293 LMP1-TROYcd cells, NF-kB luciferase, uHTS | Q293 LMP1-TROYcd NF-kB luciferase reporter, 4 h | inhibition, % at 10 µM | hit rate 0.98% among 360,000 | AID 1347056, 2019;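 active = compounds whose plate-normalised and pattern-corrected inhibition of the luciferase reporter signal at the single screening dose is 50% or more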
NOD2-RIPK2 inh = NOD2-RIPK2 binding disruptors in cells, primary screen, fluorescence, CHO cells, BLA complementation. Receptor-interacting serine/threonine-protein kinase 2 (Homo sapiens), O43353. CCF4 ratio. inhibition, % at 4.98 µM. hit rate 0.38% among 360,000. AID 624267, 2012; in the data active = inhibition above about 21%;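 also: 0% = vehicle only and 100% = reference blocker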
LMP1 NFkB inh = EBV LMP1-driven NF-kappaB luciferase reporter inhibitors, primary screen, cell-based, luminescence, single point. LMP1-induced NF-kappaB luciferase reporter cells. inhibition, % at 12.5 µM. hit rate 0.69% among 350,000. AID 504558, 2011; in the data active = inhibition above about 41%; inconclusive = no clear call, values can overlap the other calls;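 also: 0% = neutral control wells and 100% = reference inhibitor control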
NCOA1 inh = SRC1 coactivator transcriptional activity inhibitors, primary screen, cell-based, luminescence; Nuclear receptor coactivator 1 (Homo sapiens), Q15788; HEK293 GAL4-SRC1 luciferase reporter; inhibition, % at 3.6 µM; hit rate 0.12% among 360,000; AID 588354, 2011;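 active = inhibition above the campaign mean plus 3 SD, with each screening campaign given its own cutoff, cut at about 60% in these data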;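 also: 0% = DMSO treated cells and 100% = gossypol at 36 µM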
TRAIL sens C8 = viability loss with TRAIL in NB7+C8 cells, primary screen, TRAIL sensitizer project, cell-based, ATPlite luminescence; inhibition (viability loss, TRAIL sensitization), % at 10 µM; hit rate 1% among 360,000;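 active = compounds causing at least 50% loss of cell viability in the single-dose screen, relative to plate controls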
NR2F2 inh = NR2F2 transcriptional activity inhibitors, primary screen, cell-based, luciferase reporter, HEK293T, luminescence. inhibition, % at 8.6 µM. HEK293T NGFI-A luciferase reporter. AID 686940, 2013. hit rate 0.7% among 370,000;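 active = inhibition above a per-plate cutoff, mean inhibition of test wells between control levels plus 3 SD, cut at about 38% in these data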;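 also: cells cotransfected with COUP-TFII expression vector driving the NGFI-A reporter; 0% = median of COUP-TF2 test wells and 100% = reporter-only cells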
Target sequence (P24468 whole entry, looked up): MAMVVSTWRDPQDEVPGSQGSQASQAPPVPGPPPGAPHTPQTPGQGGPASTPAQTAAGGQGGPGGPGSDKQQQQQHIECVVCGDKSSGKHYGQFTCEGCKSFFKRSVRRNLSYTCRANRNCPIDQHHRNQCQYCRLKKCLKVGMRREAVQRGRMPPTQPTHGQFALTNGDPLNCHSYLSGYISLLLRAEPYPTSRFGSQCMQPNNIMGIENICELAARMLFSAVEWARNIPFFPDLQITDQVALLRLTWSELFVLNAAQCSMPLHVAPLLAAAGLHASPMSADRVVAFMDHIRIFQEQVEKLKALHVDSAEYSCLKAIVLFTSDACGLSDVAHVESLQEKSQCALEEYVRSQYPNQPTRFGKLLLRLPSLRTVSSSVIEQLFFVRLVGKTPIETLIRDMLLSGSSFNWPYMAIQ
SRC2 inh = inhibition of GAL4-SRC2 driven luciferase reporter, primary screen, SRC2 inhibitor project, cell-based, luminescence | AID 651957, 2012 | inhibition, % at 9 µM | Nuclear receptor coactivator 2 (Homo sapiens), Q15596 | hit rate 0.17% among 370,000 | HEK293 GAL4-SRC2 luciferase reporter;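 active = inhibition above the mean inhibition of all tested compounds plus 3 SD, set per campaign, cut at about 52% in these data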;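 also: 0% = DMSO treated cells and 100% = cells given Gossypol at 36 µM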
NR5A2 inv ag = LRH-1 (NR5A2) inverse agonists, primary screen, cell-based, luminescence, HEK293T, StAR-luciferase reporter; Nuclear receptor subfamily 5 group A member 2 (Homo sapiens), O00482; LRH-1 transfected, 24 h; inhibition, % at 3.6 µM; hit rate 0.13% among 360,000;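 active = inhibition above the mean inhibition of all tested compounds plus 3 SD, cut at about 73% in these data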;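 also: 0% = DMSO wells and 100% = reporter-only cells lacking LRH-1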
Target sequence (O00482 whole entry, looked up): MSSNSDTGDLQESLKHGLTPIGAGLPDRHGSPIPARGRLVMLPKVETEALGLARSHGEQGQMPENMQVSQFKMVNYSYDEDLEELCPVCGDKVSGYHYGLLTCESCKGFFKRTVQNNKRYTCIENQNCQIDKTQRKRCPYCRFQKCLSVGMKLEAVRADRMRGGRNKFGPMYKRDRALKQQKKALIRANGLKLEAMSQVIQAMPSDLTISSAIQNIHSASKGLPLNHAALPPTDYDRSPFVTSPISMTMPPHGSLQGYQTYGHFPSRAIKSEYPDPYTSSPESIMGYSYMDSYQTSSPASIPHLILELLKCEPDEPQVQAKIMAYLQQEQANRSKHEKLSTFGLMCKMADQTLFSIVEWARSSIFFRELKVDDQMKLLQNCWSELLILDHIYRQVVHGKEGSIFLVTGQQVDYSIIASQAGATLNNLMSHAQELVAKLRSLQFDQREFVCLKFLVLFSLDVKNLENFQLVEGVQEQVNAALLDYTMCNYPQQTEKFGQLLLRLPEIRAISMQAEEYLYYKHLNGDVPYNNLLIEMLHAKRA
Vif imaging = HIV Vif self-association inhibitors, primary screen, imaging, HEK293T, single point; hit rate 0.35% among 340,000; inhibition, % at 7.49 µM; AID 602346, 2012; HEK293T cells, Vif self-association by quenched fluorescence, 24 h; in the data active = inhibition above about 50%, passing the limit was not always enough; inconclusive = no clear call, values can overlap the other calls; inactive = below about 31%; also: some results filed as inactive read as strong as hits
The depositor's hits bear a star; ? = inconclusive; · = not tested or not shown. Only part of the results is shown (hit frequency here may not be typical).

SMILES	NCOA3 inh	TLR9-MyD88 inh	TROY signal inh	NOD2-RIPK2 inh	LMP1 NFkB inh	NCOA1 inh	TRAIL sens C8	NR2F2 inh	SRC2 inh	NR5A2 inv ag	Vif imaging
CC1=NC(=O)C(N=Nc2ccccc2)N1c1ccccc1 (centres undefined)	-57	0	-13	2	-39	-50	13	-18	-38	-37	-5
Cc1ccc(NC(=O)C2CCCN2S(=O)(=O)c2cccc3cccnc23)c(C)c1 (centres undefined)	0	8	13	-11	16	-14	-3	-16	13	5	7
COc1ccc(CCC(=O)N/N=C(\C)c2ccc3c(c2)OCO3)cc1	5	11	4	-3	2	6	-3	-17	-36	25	·
Cc1cc(C(=O)NCc2ccccc2F)cs1	6	-3	-16	1	-1	5	5	-11	-26	-3	1
CC1(C(=O)NCCOc2ccccc2Cl)CC1(Cl)Cl (centres undefined)	-4	-8	5	-9	1	18	8	9	-21	11	0
CCC/C=C/c1ccc(CN2C(C)C(=O)N(Cc3cn(Cc4ccco4)nn3)CCS2(=O)=O)cc1 (centres undefined)	-11	-6	7	-9	-6	12	2	-1	7	6	-13
CCCNC(=O)C1(C)CCCN(Cc2csc(-c3ccccc3)n2)C1 (centres undefined)	7	·	8	-7	·	24	-11	25	13	-11	·
NC(=S)N/N=C/c1coc2ccc(Cl)cc2c1=O	30	-1	10	0	3	13	-2	24	22	5	1
O=C(c1ccc(NS(=O)(=O)c2ccccc2)cc1)N1CCOCC1	-5	2	13	-8	8	17	14	-19	7	16	-4
COC(=O)c1ccc(N2CCOCC2)c(F)c1	0	2	-27	-5	-7	3	0	-10	-27	-3	-10
O=C(CC(c1ccccc1)c1ccccc1)NCCOCc1ccccc1	14	-15	0	1	-1	19	-8	19	-22	-4	?
CSc1ccccc1C(=O)C1CCCN(C(=O)c2ccc(N3CCOCC3)cc2)C1 (centres undefined)	3	6	-9	-13	-4	-10	-3	1	-10	-6	-2
CC(C)Oc1ccccc1C1Nc2ccccc2C(=O)N1c1ccc2c(c1)OCCO2 (centres undefined)	-109	-5	-10	-9	16	-75	48	-28	-33	-161	6
CCCCN(C(C)=O)c1ccc(S(=O)(=O)NC2=NCCCCC2)cc1NC(C)=O	6	-9	-8	-9	-2	-3	-12	-6	-19	1	-4
CC(C)(C)c1cc(C(=O)C[n+]2ccc(C(=O)NCCCO)cc2)cc(C(C)(C)C)c1O	0	4	12	-6	-2	26	-5	-6	10	3	·
Cc1[nH][nH]c(=O)c1C(c1ccc(Cl)cc1)c1c(C)[nH][nH]c1=O	1	10	18	13	14	6	6	-6	-5	0	4
CC(=O)c1nn(-c2ccccc2)cc1C(=O)c1cccc(Br)c1	9	5	-4	-11	-2	8	-5	-8	-14	3	-40
O=C(OCc1cc([N+](=O)[O-])cc2c1OCOC2)c1cccnc1SC(F)F	3	-5	-35	-4	1	-13	-5	5	7	-16	6
CCOC(=O)C1(Cc2cccc(Cl)c2)CCCN(C(=O)C2CC2)C1 (centres undefined)	-24	-2	-65	-16	-4	-11	21	20	9	-11	·
Nc1cc(=O)[nH]c(SC/C=C/c2ccccc2)n1	-5	-3	8	5	-5	-5	7	-16	-12	11	-1
O=C(Nc1ccccc1)c1nccn1Cc1ccc(F)cc1	-4	4	-36	-3	-3	-26	-4	3	-22	-29	-7
CC(=O)Nc1ccc(CN(C)c2c(C)nc3ccc(C(=O)N(C)Cc4ccccc4)cn23)cc1	-9	·	-5	-6	·	-1	-4	13	-7	0	11
Nc1nc(N)nc(COc2ccccc2)n1	-53	0	-50	-1	-14	-74	5	-27	-61	-93	2
CC(=O)C[C@@H](O)CC(=O)[C@@H]1OC(=O)CCCCCc2ccccc21	-6	-9	-11	5	3	-4	-7	-14	21	-6	-6
CCNC(=S)N1CCC(n2cnc3ccccc32)CC1	-1	-2	-1	2	1	-4	-8	1	-4	-3	5

Further compounds
SMILES	NCOA3 inh	TLR9-MyD88 inh	TROY signal inh	NOD2-RIPK2 inh	LMP1 NFkB inh	NCOA1 inh	TRAIL sens C8	NR2F2 inh	SRC2 inh	NR5A2 inv ag	Vif imaging
CCCCC[C@@H](C)N1C[C@@H](COCc2ccccc2)Oc2cc(N3CC[C@H](N(C)C)C3)ccc2S1(=O)=O	·	·	-8	8	·	·	35	11	-9	-6	·
Cc1ccc(OCc2n[nH]c(=S)n2-c2ccccc2)cc1C	0	-4	-9	-16	3	-6	-3	5	2	-13	-1
Cn1c(SCc2ccc(C(=O)Nc3nccs3)cc2)nnc1-c1ccccc1	4	-8	-45	-5	-4	4	18	4	-6	-1	-6
Cc1cccc(C)c1NC(=O)CN(C)CC(=O)Nc1sc2c(c1C(N)=O)CCC2	0	0	-28	-4	4	-8	-9	8	4	-27	-1
Cn1c(N)c(C(=O)c2cc(-c3ccccn3)nc3ccccc23)c(=O)[nH]c1=O	-1	-1	-23	1	-5	15	-19	14	8	-12	3
O=C(O)c1oc2ccccc2c1CSc1ccccn1	-17	4	-11	1	1	-2	-4	20	15	8	-2
CC(C)n1nnnc1SCC(=O)Nc1cccc(F)c1	-9	3	-20	-10	2	-1	1	-12	5	-16	5
CSCC[C@H](NC(=O)[C@@H]1Cc2ccccc2CN1)C(=O)NC(C)c1ccccc1 (some centres undefined)	1	-8	1	-6	-2	0	-1	-8	15	4	-2
O=C(OCc1cccc([N+](=O)[O-])c1)c1ccc2ccccc2n1	9	0	-37	-3	-2	-24	3	15	-14	6	12
O=C(/C=C/c1ccccc1[N+](=O)[O-])Nc1ccc(S(=O)(=O)Nc2ncccn2)cc1	14	1	7	-1	-6	-17	7	7	-3	-10	·
CCOc1ccc(S(=O)(=O)Nc2ccc3c(c2)OCO3)c2cccnc12	-8	-5	-18	-16	4	-11	11	3	-16	-9	·
COc1ccccc1N1CCN(S(=O)(=O)c2c(C)sc3ncn(CC(=O)NCCN(C)C)c(=O)c23)CC1	7	-4	8	2	-8	2	-13	5	-19	6	23
COc1ccccc1/C=C/C=N\N1CCN(Cc2ccccc2Cl)CC1	9	-8	-1	-2	8	-2	-2	11	-4	25	-5
Cc1cc2nc(-c3ccccn3)c(-c3ccccn3)nc2cc1C	-66	1	-2	4	3	-37	38	-43	-10	-29	-6
CC(C)C1OC2c3cccc4cccc(c34)C2N1c1ccccc1 (centres undefined)	-8	4	-22	-7	-5	-20	-12	3	-15	0	-8
CCNc1ccc(P(=O)(c2ccccc2)c2ccccc2)cc1	3	6	-14	-6	-2	-13	-8	13	29	-9	-1
CCOC(=O)c1cc2c(ccn2C)n1CC(=O)N(Cc1ccccc1)c1ccc(F)cc1	16	-7	-12	11	4	6	7	5	-8	10	-3
Nc1nc(-c2ccc(Br)cc2)cc(C(F)(F)F)n1	-8	1	-35	-16	-5	-14	2	-2	-7	-12	2
CCn1c(O)c(/C=C/C=C/C=Nc2ccccc2)sc1=S	-4	-3	-23	-2	-5	-12	7	1	13	0	-3
O=C1NCCCc2c1no[n+]2[O-]	9	-5	1	-4	-12	5	1	-9	-18	14	-2
COc1cc(C(=O)NCC(=O)N/N=C\C(C)=C/c2ccccc2)cc(OC)c1OC	-18	-12	7	-9	16	11	-16	2	3	10	-5
CCOc1ccc(CCNC(=O)c2ccc(C)c(NC3=NC4CS(=O)(=O)CC4S3)c2)cc1 (centres undefined)	1	-6	2	-15	5	3	13	1	3	17	26
O=c1c(Cc2ccc(F)cc2)c(O)ccn1CC1CCCO1 (centres undefined)	15	-5	0	-3	-1	13	-6	12	-16	1	-5
CCN1CCCCC(=N/O)/C(=N/O)CCCC1	19	-6	-9	-7	-5	-1	-19	-1	0	-12	3
COc1cc(C(=O)NCC(c2cccs2)N2CCOCC2)ccc1OCc1ccccc1 (centres undefined)	-19	1	-10	-5	2	-5	-10	3	32	5	-3

Another view of 6 compounds above:
| Molecule | NCOA3 inh | TLR9-MyD88 inh | TROY signal inh | NOD2-RIPK2 inh | LMP1 NFkB inh | NCOA1 inh | TRAIL sens C8 | NR2F2 inh | SRC2 inh | NR5A2 inv ag | Vif imaging |
| --- | --- | --- | --- | --- | --- | --- | --- | --- | --- | --- | --- |
| Cc1ccc(OCc2n[nH]c(=S)n2-c2ccccc2)cc1C | 0 | -4 | -9 | -16 | 3 | -6 | -3 | 5 | 2 | -13 | -1 |
| Cn1c(SCc2ccc(C(=O)Nc3nccs3)cc2)nnc1-c1ccccc1 | 4 | -8 | -45 | -5 | -4 | 4 | 18 | 4 | -6 | -1 | -6 |
| Cc1cccc(C)c1NC(=O)CN(C)CC(=O)Nc1sc2c(c1C(N)=O)CCC2 | 0 | 0 | -28 | -4 | 4 | -8 | -9 | 8 | 4 | -27 | -1 |
| Cn1c(N)c(C(=O)c2cc(-c3ccccn3)nc3ccccc23)c(=O)[nH]c1=O | -1 | -1 | -23 | 1 | -5 | 15 | -19 | 14 | 8 | -12 | 3 |
| O=C(O)c1oc2ccccc2c1CSc1ccccn1 | -17 | 4 | -11 | 1 | 1 | -2 | -4 | 20 | 15 | 8 | -2 |
| CC(C)n1nnnc1SCC(=O)Nc1cccc(F)c1 | -9 | 3 | -20 | -10 | 2 | -1 | 1 | -12 | 5 | -16 | 5 |

Further results follow:
SMILES	NCOA3 inh	TLR9-MyD88 inh	TROY signal inh	NOD2-RIPK2 inh	LMP1 NFkB inh	NCOA1 inh	TRAIL sens C8	NR2F2 inh	SRC2 inh	NR5A2 inv ag	Vif imaging
Cc1cccc(NC(=O)CSc2nc(C)c(Cc3ccccc3)c(=O)[nH]2)c1	-5	10	28	0	-4	-11	-6	-13	-14	-3	2
COc1ccc(NC(=S)N(CCC(C)C)C2CCN(C(C)C)CC2)cc1	-12	-2	-4	-4	4	7	-2	-2	-1	-8	3
Cc1cc(=O)n2c3c(cccc13)CCC2	-9	-6	4	-2	5	-12	2	-7	-15	-9	4
COC(=O)CSc1ncc(S(=O)(=O)c2ccccc2)c(=O)[nH]1	10	2	16	-6	-3	-30	-20	8	6	-1	23
Cc1c(NC(=O)CSc2ccc(Cl)cc2)cccc1-c1nc2cc(Cl)ccc2o1	-21	-4	-68	5	-1	-36	4	3	-2	2	-13
CCCCc1nnc(NC(=O)CC(=O)Nc2ccccc2C(=O)O)s1	2	3	·	-12	5	-2	-24	0	-4	-1	?
CC1CCN(C(=O)CSc2ccc(-c3cccc([N+](=O)[O-])c3)nn2)CC1	9	-2	22	4	6	-23	-3	-3	-10	-1	0
O=C(Nc1cccc(C(=O)N2CCOCC2)c1)c1cccnc1	8	-11	1	9	6	8	0	-1	-11	-7	3

High-throughput results: PubChem BioAssay, several laboratories
